# Screening results deposited in PubChem by ICCB-Longwood Screening Facility, Harvard Medical School.
# PV pol inh = poliovirus RNA polymerase inhibition | % elongation, % (compound at 16.7 µg/mL) | P03300 | hit rate 0.66% among 150,000 | AID 588519 | poliovirus polymerase elongation, fluorescence polarization; hits give low values; in the data active = % elongation below about 90%; also: some results filed as inactive read as strong as hits
# Target sequence (P03300 1749-2209 limits assumed): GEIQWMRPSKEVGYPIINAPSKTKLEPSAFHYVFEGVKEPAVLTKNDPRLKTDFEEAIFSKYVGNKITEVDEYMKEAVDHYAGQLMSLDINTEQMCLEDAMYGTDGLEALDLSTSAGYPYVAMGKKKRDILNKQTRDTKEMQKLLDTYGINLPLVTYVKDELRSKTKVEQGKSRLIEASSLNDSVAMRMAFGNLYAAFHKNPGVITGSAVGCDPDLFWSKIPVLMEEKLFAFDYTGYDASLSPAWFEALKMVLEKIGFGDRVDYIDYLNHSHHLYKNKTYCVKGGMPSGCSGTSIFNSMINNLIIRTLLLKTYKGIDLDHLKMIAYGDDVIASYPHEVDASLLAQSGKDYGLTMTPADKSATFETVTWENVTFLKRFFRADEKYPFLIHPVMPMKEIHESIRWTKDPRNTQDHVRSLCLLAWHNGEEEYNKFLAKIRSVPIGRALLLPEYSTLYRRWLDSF
# PV pol inh FP z-score = also measured in PV pol inh; calls as there; z-score; measured here: FP z-score; hits read low
# * marks the source's active call; other numbers are inactive results. These rows are one share of the data; the hit share may differ from the screen's.
SMILES,PV pol inh,PV pol inh FP z-score
CN1C(=O)c2ccccc2N2C(=O)CCC12C(=O)O (centres undefined),101,-0.3
NC(N)=N/N=C/c1ccc(O)c(Cl)c1,102,0.3
Cc1cc(C)c(NC(=S)NCCO)c(C)c1,101,0
CCOc1ccc(CNC(=O)CS(=O)(=O)c2cccc3nsnc23)cc1,109,0.4
CCN(CC)C(=O)c1cc(-c2cccs2)nn1-c1ccccc1,101,0.1
CC1=CC(=O)CC(C)(C)C1(O)/C=C/C(C)=C/C(=O)O (centres undefined),103,0.6
Cc1cccc(CSCCNC(=O)CN(c2ccccc2)S(=O)(=O)N(C)C)c1,108,0.4
CC1(C)N=C(c2ccc(F)cc2)C(=O)N1CC(=O)Nc1ccccc1Cl,107,0.1
CCCCc1nn2c(=O)cc(COC(=O)c3ccccc3NC(=O)C3CCCCC3)nc2s1,100,-1.6
CCN(CC)CC#N,95,-0.5
O=C(c1cncc(Br)c1)N(c1nccs1)C1CCCCC1,111,0.7
CC(Sc1nnc(-c2ccncc2)n1C)C(=O)NC(N)=O (centres undefined),98,0
NC(=O)C1CCN(C(=O)C2c3ccccc3C(=O)N3CCc4ccccc4C23)CC1 (centres undefined),103,0.3
CCCCOc1ccc(NC(=O)c2cc3c(n(-c4ccc(Cl)cc4)c2=O)CCCC3=O)cc1,107,0.4
Cc1ccc(CCNC(=O)c2ccc(CS(=O)(=O)c3ccc(Br)cc3)o2)cc1,103,-0.3
Cc1ccc(C(=O)OCC(=O)Nc2c(F)c(F)c(F)c(F)c2F)s1,102,-0.1
Cc1ccn2c(Nc3ccc4c(c3)OCO4)c(-c3ccc(O)cc3)nc2c1,105,0.2
CCn1c(COc2cc(C)ccc2C)nnc1SC(C)C(=O)Nc1ccc2c(c1)OCO2 (centres undefined),101,-0.4
O=C(c1ccc2c(c1)N(Cc1ccccc1)CCS2)N1CCC2(CC1)OCCO2,101,-0.9
C/C(=N\NC(N)=S)C1Cc2ccccc2C(=O)O1 (centres undefined),102,0
CSc1nc(NC2CCCCC2)c(C#N)c(-c2ccccc2)n1,99,-1.5
CCOc1cc(CNC(=O)c2ccc3nc(C(C)C)oc3c2)cc(OCC)c1OCC,110,0.7
Cc1ccc(N2CCN(c3c(CN4CCCC4)c(=O)oc4ccccc34)CC2)c(C)c1,108,0.7
Cc1ccc(-c2n[nH]c(=S)[nH]c2=O)cc1,107,-0.5
CNC(=S)N1CCc2ccccc21,98,-0.5
CC1CCCCN1C(=O)Cn1nnc2c(cnn2-c2ccccc2)c1=O (centres undefined),103,0.4
CC1=C(C(=O)N2CCOCC2)C(c2ccccc2OC(C)C)C2=C(CCCC2=O)N1 (centres undefined),103,0.8
O=C1C2CN3CN(C2)CC1(c1ccccc1)C3,99,-0.8
OC(Cn1cncn1)Cn1cncn1,108,0.6
CCN(C(=O)CSc1nc2ccccc2n1CC(=O)Nc1ccc(F)cc1F)c1ccccc1,99,-1.2
CC(NCc1nc2cc(Cl)ccc2c(=O)[nH]1)C1CC2CCC1C2 (centres undefined),101,-0.1
Cc1ccc(C2(CCN=Cc3ccccc3)CCOC(C)(C)C2)cc1 (centres undefined),101,0
COC(=O)Nc1scc(-c2ccccc2)c1C(=O)NCc1ccco1,100,-0.1
CC1(C)CC(NC(=O)c2ccccc2C(=O)NC2CC(C)(C)NC(C)(C)C2)CC(C)(C)N1,104,0.5
COc1ccc(C(=O)N2c3ccccc3N3C(c4c(C)cc(C)cc4C)=NON23)cc1,99,-0.6
O=C(OCc1nnc(-c2ccc(Cl)cc2)o1)C1=NN(c2ccccc2)C(=O)CC1,102,0

# Two entries from above, with tabs.
molecule	PV pol inh	PV pol inh FP z-score
CC1(C)CC(NC(=O)c2ccccc2C(=O)NC2CC(C)(C)NC(C)(C)C2)CC(C)(C)N1	104	0.5
COc1ccc(C(=O)N2c3ccccc3N3C(c4c(C)cc(C)cc4C)=NON23)cc1	99	-0.6

# Following part
SMILES,PV pol inh,PV pol inh FP z-score
CCC(Oc1ccccc1)C(=O)N1C(=O)c2cccc(N)c2C1=O (centres undefined),100,-0.2
Cc1cc(NCCO)c2cc(O)ccc2n1,98,-1.1
COc1ccc(C[C@@H]2NC[C@@H](O)[C@@H]2OC(C)=O)cc1,100,0
NC(=O)CSc1nc2ccc(Cl)cc2[nH]1,105,1.6
CC(Sc1nnc(-c2cccc(S(=O)(=O)N3CCCC3)c2)n1-c1ccccc1)C(N)=O (centres undefined),94,-0.5
COc1ccc(N2Cc3cccc(C(=O)Nc4ccc(C)cc4)c3C2=O)cc1,106,-0.4
COc1ccc(CCNC(=O)c2cccc(Nc3nc4ccccc4nc3-n3nc(C)cc3C)c2)cc1OC,103,-0.4
CCN(CC)c1ccc2cc(C(N)=O)c(=Nc3cccc(C)c3)oc2c1,104,0.8
O=C(Cc1ccccc1)N(Cc1cccnc1)c1nc2ccc(F)cc2s1,111,0.8
O=C1COc2ccc(C(=O)CSc3nnc(Cc4cccs4)n3Cc3ccco3)cc2N1,98,-0.5
COc1ccc(CNC(=O)CN2C(=O)COc3ccc(S(=O)(=O)N4CCOCC4)cc32)cc1,110,-0.6
CCN1CCCC1CNC(=O)c1ccc(N(C)S(=O)(=O)c2ccc(C)cc2)cc1 (centres undefined),103,0.2

# Rewritten bar-delimited: entries from further up
compound | PV pol inh | PV pol inh FP z-score
O=C1COc2ccc(C(=O)CSc3nnc(Cc4cccs4)n3Cc3ccco3)cc2N1 | 98 | -0.5
COc1ccc(CNC(=O)CN2C(=O)COc3ccc(S(=O)(=O)N4CCOCC4)cc32)cc1 | 110 | -0.6
CCN(CC)c1ccc2cc(C(N)=O)c(=Nc3cccc(C)c3)oc2c1 | 104 | 0.8
Cc1cc(NCCO)c2cc(O)ccc2n1 | 98 | -1.1
COc1ccc(CCNC(=O)c2cccc(Nc3nc4ccccc4nc3-n3nc(C)cc3C)c2)cc1OC | 103 | -0.4

# Later entries:
SMILES,PV pol inh,PV pol inh FP z-score
O=S1(=O)CCC(Nc2ccccc2)C1 (centres undefined),106,0.4
COC(=O)c1c(NC(=O)C(C)Oc2ccc(Cl)cc2Cl)sc2c1CCCC2 (centres undefined),100,-0.7
Cc1ccc(S(=O)(=O)N(C#N)c2nc(C)cc(C)n2)cc1,101,-0.3
O=C(Nc1nnc(-c2ccco2)o1)C1=COCCO1,101,0
CCN(C(=O)C1CCCO1)C1CCCCC1 (centres undefined),100,-0.1
Clc1ncnc2c1ncn2C1CCCCO1 (centres undefined),100,-0.4
C/C(=C\C(=O)c1ccccc1)NCc1ccccc1,98,-0.6
COc1cccc(NC(=O)C(c2ccccc2)N2CC(C)OC(C)C2)c1 (centres undefined),101,-0.1
CC1CCCN(C(=O)CSc2nc3cc(Cl)ccc3o2)C1 (centres undefined),102,-0.1
COc1ccc(C(O)C(F)(F)F)cc1 (centres undefined),100,0.2
O=C1CS/C(=N\N=C/c2ccccc2)N1,99,-0.9
COC(=O)c1c(C)oc2ccc(OC)cc12,103,0.2
COc1ccccc1N1CCN(C(=O)c2cnn(-c3cccc(Cl)c3)c2C2CCN(C(=O)OC(C)(C)C)CC2)CC1,107,0
CCOC(=O)CNc1ncnc2onc(-c3ccc(F)cc3)c12,106,0.7
O=C(Cn1ncc2c(Cl)cccc21)NCc1cccc(Cl)c1,109,0.4
Cc1ccc(C(=O)Oc2cccc(Cl)c2)cc1,102,0.3
Cn1nnnc1Sc1c(-c2ccccc2)c2ccc(Cl)cc2[nH]c1=O,98,-1.8
Cc1ccc(CCNC(=O)CCSCc2ccccc2F)cc1,113,0.6
NC(=O)COC(=O)C12CC3CC(CC(Br)(C3)C1)C2,99,-1.2
N#CCn1c(Cc2ccccc2)nc2ccccc2c1=O,101,0.2
Cc1c2cnn(CC(=O)NC(C)C)c(=O)c2c(C)n1Cc1cccc(Cl)c1,107,0.1
CN(Cc1ccccc1)c1nc(-c2ccccc2)no1,101,0
COC(=O)C1=C(C)NC(=O)CC1C(=O)Nc1ccccc1 (centres undefined),102,0.2
O=C(CNS(=O)(=O)c1cccs1)N1CCCCC1,98,-0.2
Cc1ccc2c(=O)c(C(=O)c3ccccc3)cn(CC(=O)Nc3ccccc3)c2n1,116,2.2
O=C(CSc1ncccn1)NN=C1CCCCCC1,104,0.8
COc1ccc(C2NC(=O)N(C)C(C)=C2C(=O)Nc2ccccc2)cc1 (centres undefined),101,0
Cc1ccc(CN(C)C(=O)CSc2nc(N)cc(N)n2)cc1,103,0.1
Cc1ccc(S(=O)(=O)N2CCN(Cc3ccccc3)CC2)c(C)c1NS(C)(=O)=O,99,-0.5
CCOC(=O)c1ccc(S(=O)(=O)N2CCN(CN3C(=O)CCC3=O)CC2)cc1,104,0.2
CS(=O)(=O)C1=NSC2=NC(=O)/C(=C\c3ccco3)C(=N)N21,66*,-11*
CC1=CC(=C2C(=O)NC(=S)NC2=O)C=C(C)N1CCc1ccccc1,103,0.4
O=C(Nc1nncs1)c1ccccc1NS(=O)(=O)c1cccs1,97,-0.5
CCN(CC)S(=O)(=O)c1ccc(C)c(C(=O)Nc2cc(C)on2)c1,100,-0.7
COc1cccc(NC(=O)c2sc3nc(C)c(C(=O)Nc4ccc(C)cc4C)c(-c4ccc(Br)cc4)c3c2N)c1,94,-3.2
O=C(COc1ccc2ccccc2c1)N1CCN(Cc2ccncc2)CC1,100,-0.7

# Four compounds picked at random from the list so far, as already listed:
SMILES,PV pol inh,PV pol inh FP z-score
O=C(Nc1nncs1)c1ccccc1NS(=O)(=O)c1cccs1,97,-0.5
Cc1ccc2c(=O)c(C(=O)c3ccccc3)cn(CC(=O)Nc3ccccc3)c2n1,116,2.2
CCOC(=O)c1ccc(S(=O)(=O)N2CCN(CN3C(=O)CCC3=O)CC2)cc1,104,0.2
Cc1ccc(CN(C)C(=O)CSc2nc(N)cc(N)n2)cc1,103,0.1

# Going on with the list.
SMILES,PV pol inh,PV pol inh FP z-score
COc1cccc(NC(=S)N(CCC#N)/N=C/c2ccc3c(c2)OCO3)c1,102,-0.3
NC(=O)CSc1nc2cc(Cl)ccc2s1,100,-0.8
COCCCNc1ncnc2c1cnn2-c1ccc(F)cc1,101,-1
Cc1ccsc1/C=N/NC(=O)C1C2CCCCC21 (centres undefined),100,0.1
CCN1CCN(Cc2ccc(N)cc2)CC1,107,0.6
CCC(=O)NCc1ccc(-c2nc3ncccc3o2)cc1,101,-0.2
Nc1noc(-c2ccccc2)n1,103,0.8
O=C(NCCCc1nc2ccccc2n1Cc1ccccc1F)c1ccco1,106,-0.2
O=C(NC(NC1CCS(=O)(=O)C1)C(=O)c1ccc(Cl)cc1)c1ccco1 (centres undefined),102,0.3
COC(=O)C1CCCN1C(=O)C12CC3CC(CC(C3)C1)C2 (centres undefined),102,0.1
C/C=C/C(=O)OCc1cc(=O)oc2cc(NC(=O)OCC)ccc12,101,-0.3
Cc1cccc(NC(=O)N2CCC(N3CCN(Cc4ccccc4)C(=O)C3=O)CC2)c1C,106,-0.1
CCn1c(SCC(=O)OC)nnc1-c1ccco1,103,0.4
O=C1C2C3C=CC(C3)C2C(=O)N1Cc1ccccc1 (centres undefined),102,0.2
N#CC(C#N)=C1NC2=C(Cc3ccccc32)C(c2cccs2)=C1C#N,103,0.3
COc1ccccc1N(C)S(=O)(=O)c1ccc(C(=O)Nc2ccccc2N2CCN(C)CC2)cc1,98,-1
C(=N\Nc1nc(-c2ccc3c(c2)OCCO3)cs1)/c1ccc2c(c1)OCO2,103,0.2
Cc1nn(C)c2c1c(C(F)(F)F)cc(=O)n2Cc1cccc(Br)c1,107,0.1
CCOC(=O)c1noc2ncnc(N3CCN(c4cccc(Cl)c4)CC3)c12,109,0.7
O=C(NCCc1ccc(F)cc1)C(=O)NCC(c1ccco1)S(=O)(=O)c1ccccc1 (centres undefined),102,0
COc1cccc(NC(=O)Nc2ccc3snnc3c2)c1,107,0
COc1ccc(C2=NNC(=O)c3ccccc3C2)cc1,104,0.4
O=C(Nc1cccc(S(=O)(=O)c2cccc(NC(=O)C3CCCO3)c2)c1)C1CCCO1 (centres undefined),106,1.4
CC(Cc1cccs1)NCc1ccccc1 (centres undefined),106,0.8

# Copied from the list:
# PV pol inh FP z-score result of CCOC(=O)c1noc2ncnc(N3CCN(c4cccc(Cl)c4)CC3)c12 : 0.7
# PV pol inh result of COc1cccc(NC(=O)Nc2ccc3snnc3c2)c1 : 107

# Additional results.
SMILES,PV pol inh,PV pol inh FP z-score
COc1ccc(S(=O)(=O)N2CCCCCC2)cc1C(=O)OC(C)C(N)=O (centres undefined),102,0.2
Cc1ccc(C(=O)Nc2nnc(SCc3cc(=O)n4ccc(C)cc4n3)s2)cc1,102,-0.8
CCc1nn(CC(=O)N2CCc3ccccc32)c(=O)c2cccn12,103,1.1
CC(C)CCNS(=O)(=O)c1cccc2nsnc12,99,-0.6
Cc1ccc(C)c(OCCSc2nc3ccccc3n2CC(=O)N2CCOCC2)c1,110,0.6
CC(C)CCNC(=O)C1CCC(Cn2c(=O)c3sccc3n(CC(=O)NC(C)C)c2=O)CC1 (centres undefined),103,-0.7
COc1ccc(C(=O)c2oc3ccccc3c2NC(=O)c2ccc(F)cc2)cc1,107,0.4
Cc1sc2nc(C(C)OC(=O)c3ccc4c(c3)C(=O)N(Cc3ccco3)C4=O)[nH]c(=O)c2c1C (centres undefined),101,-0.3
CCCCN(CC)CCCNC(=O)Cn1nc(CC)n2c(cc3sccc32)c1=O,96,-3.1
CCN(CC)P(=S)(N(CC)CC)N(CC)CC,100,-0.1
COCC(C)n1c(COc2ccccc2F)nnc1SCC(=O)Nc1nc(C)cs1 (centres undefined),101,-0.5
CN1CCc2c(sc(N)c2C(=O)O)C1,95,-2.7
COc1ccc(CNc2oc(-c3ccc(COc4ccccc4C)o3)nc2C#N)cc1,103,0
Cc1cc(C)n(CCCNC(=O)CSc2nnc3n2CCCCC3)n1,100,-0.2
O=C1NC(=O)C2C3C=CC(O3)C12 (centres undefined),99,-0.3
Cn1c(C(F)(F)F)nc2c(=O)oc3ccccc3c21,103,0.3
CCN1C(=O)c2ccccc2S(=O)c2ccc(C(=O)NCc3ccccn3)cc21 (centres undefined),96,-2.7
CC(=O)Oc1cc(OC(C)=O)cc(OC(C)=O)c1,102,0.1
COc1ccc(Cl)cc1NC(=O)c1cc(S(=O)(=O)N2CCc3ccccc32)cn1C,105,-0.3
CCc1ccccc1Nc1nc(N)nc(CSCC(=O)c2cc(C)n(C)c2C)n1,108,0.6
COc1ccc(CCNC(=O)CSc2ccc(C)cc2)cc1OC,101,0
